# Screening data from PubChem.
# HepG2 viability: HepG2 cytotoxicity, counter-screen for TGF-b inhibitors; AID 588856; HepG2 CAGA-GFP viability, ATP luminescence, 18 h; 410,000 compounds, 0.76% hits; Potency, µM (titrated, usually from 46.1 µM), inactives show at the highest dose activity change, negative = cytotoxicity, actives largely listed as cytotoxic; note: potency is the fitted concentration of half-maximal effect; some results filed as inactive show a strong effect at the top dose
#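 HepG2 CAGA-GFP cells (1000/well, DMEM with 1% FBS) received compound, then TGF-beta at 500 pg/mL final, and were incubated 18 hours at 37 degrees C. Viability was read by CellTiter-Glo luminescence. Media-only wells were set as complete cell-killing and DMSO as no toxicity.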
# EPAC2 agonist: activates human EPAC2 exchange factor | Q8WZA2 | EPAC2 activation, biochemical qHTS; response scale: 100% = 6.5 mM cAMP response | Potency, µM (highest dose often 154 µM), for the others: top-dose activation, usual class: activators | 360,000 compounds, 0.079% hits | AID 720711; note: potency is the fitted concentration of half-maximal effect; nearly all actives have a fitted effect of over 50% in size
# Target sequence (Q8WZA2 whole entry, looked up): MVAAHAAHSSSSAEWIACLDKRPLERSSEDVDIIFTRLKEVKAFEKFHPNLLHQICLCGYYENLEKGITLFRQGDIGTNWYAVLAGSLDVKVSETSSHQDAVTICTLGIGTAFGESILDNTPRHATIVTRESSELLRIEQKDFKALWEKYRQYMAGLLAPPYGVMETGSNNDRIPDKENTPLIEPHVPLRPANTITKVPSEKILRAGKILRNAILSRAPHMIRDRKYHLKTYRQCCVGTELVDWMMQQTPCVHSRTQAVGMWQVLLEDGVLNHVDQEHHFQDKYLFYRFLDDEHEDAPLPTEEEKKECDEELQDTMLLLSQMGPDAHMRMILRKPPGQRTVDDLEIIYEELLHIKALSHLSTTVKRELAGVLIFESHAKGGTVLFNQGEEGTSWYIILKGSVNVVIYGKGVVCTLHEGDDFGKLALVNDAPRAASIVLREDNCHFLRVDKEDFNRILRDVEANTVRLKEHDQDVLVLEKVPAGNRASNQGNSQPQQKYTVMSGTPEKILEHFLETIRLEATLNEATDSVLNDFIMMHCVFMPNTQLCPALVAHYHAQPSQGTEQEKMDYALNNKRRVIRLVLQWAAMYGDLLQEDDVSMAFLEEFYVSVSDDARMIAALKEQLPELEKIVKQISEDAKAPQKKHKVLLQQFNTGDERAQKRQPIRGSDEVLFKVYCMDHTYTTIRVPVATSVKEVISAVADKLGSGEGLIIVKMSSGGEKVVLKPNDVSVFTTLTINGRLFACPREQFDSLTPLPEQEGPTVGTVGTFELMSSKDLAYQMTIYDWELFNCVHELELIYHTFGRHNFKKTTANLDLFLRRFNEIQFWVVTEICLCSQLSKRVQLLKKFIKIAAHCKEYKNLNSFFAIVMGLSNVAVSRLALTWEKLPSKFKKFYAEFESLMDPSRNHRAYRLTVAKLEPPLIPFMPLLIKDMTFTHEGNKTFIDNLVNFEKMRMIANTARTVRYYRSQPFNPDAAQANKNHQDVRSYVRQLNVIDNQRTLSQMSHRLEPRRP
#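 Exchange assay: 100 nM EPAC2 with 250 nM Rap1B-BODIPY-GDP and 50 uM GDP. Fluorescence (ex 480/em 540 nm) read every 5 min for 30 min at room temperature. Data normalized to 6.5 mM cAMP as agonist control.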
# Nrf2 block: Nrf2 pathway inhibition; Potency, µM (doses to about 46 µM), inactives show at the top dose activity change, negative = inhibition, usual class: inhibitors; A549 ARE-Fluc reporter, luciferase luminescence, 18-24 h; AID 504444; 360,000 compounds, 2.1% hits; note: potency is the fitted concentration of half-maximal effect; % is set by controls: 0 for no effect and ±100 for the full control effect; nearly all actives have a fitted effect of over 60% in size
#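 A549 ARE_Fluc cells (5000/well, 5% FBS OPTI-MEM) pre-incubated 2 h, then treated with compounds 18-24 h at 37C/5% CO2 in concentration-response. CellTiter-Fluor viability read first; BugLite luciferase luminescence after 15 min at room temperature gives Nrf2 activity.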
# IL-2 act: activates IL-2 in a cell-based reporter assay | IL-2 activation reporter assay, cell-based qHTS; stimulated with anti-CD3/CD4/CD28 beads; in transgenic mouse T cells | activation, % (series mostly up to about 46 µM) | 360,000 compounds, 0.065% hits | AID 652025; in the data active = activation above about 50%; inconclusive = mostly about 30% to 49%; note: 0% is about no effect
#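 Using fluorescent plate cytometry, EGFP and DsRed are detected in transgenic mouse T cells stimulated 18 h at 37 degrees C with antibody-coated beads after 60 min compound pretreatment.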
# ATXN2 expr inh: ATXN2 expression inhibition | HEK-293 ATXN2-luciferase reporter, luminescence, 24 h | Potency, µM (titrated, usually from 57 µM), without a hit: at the highest dose activity change, negative = inhibition, usual class: inhibitors | 360,000 compounds, 0.72% hits | AID 1745845; note: potency is the fitted concentration of half-maximal effect; % is set by controls: 0 for no effect and ±100 for the full control effect; nearly all actives have a fitted effect of over 55% in size
#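 ATXN2-luciferase reporter cells (luciferase flanked by upstream and downstream ATXN2 gene portions) were treated 24 h at 37 °C with compounds at up to 57 uM. SteadyGlo luminescence gave expression; GF-AFC fluorescence gave viability.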
# ATXN viability: viability counter-screen for ATXN expression inhibitors; S2 cells (HEK-293 line with an ATXN2-luciferase reporter) viability, CellTiter-Fluor protease fluorescence, 24 h; Potency, µM (highest dose often 56.7 µM), most hits filed as cytotoxic; 400,000 compounds, 0.49% hits; note: potency is the fitted concentration of half-maximal effect; nearly all actives have a fitted effect of over 40% in size
# Nrf2 activator: Nrf2 pathway activation; AID 624171; Potency, µM (top dose mostly 46.1 µM), for inactives: at the top dose activation, hits mostly activators; AREc32 ARE-luciferase reporter (MCF7-derived line), luminescence, 24 h; 410,000 compounds, 0.31% hits; note: potency is the fitted concentration of half-maximal effect; % of control where 0% means no effect; nearly all actives have a fitted effect of over 65% in size
#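 AREc32 cells carrying an ARE-driven firefly luciferase reporter were seeded at 1000 cells/well in OPTI-MEM with 5% FBS, then exposed to compound for 24 hr at 37 deg C. Luminescence was read with Steady-Glo after 30 min at RT.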
# A549 viability: kills or reduces viability of A549 cells in Nrf2 counter-screen; A549 ARE-Fluc cells, CellTiter-Fluor viability, 18-24 h; Potency, µM (top dose mostly 46 µM), for the others: top-dose activity change, negative = cytotoxicity, usual class: inhibitors; 390,000 compounds, 0.16% hits; note: potency is the fitted concentration of half-maximal effect; % is set by controls: 0 for no effect and ±100 for the full control effect
#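 A549 ARE_Fluc cells in 5% FBS OPTI-MEM were exposed to compounds in concentration-response for 18-24 h at 37 deg C. Viability was read by CellTiter-Fluor fluorescence (Ex 405/Em 525) after 30 min, before the luciferase read.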
# TGFb SMAD3 inh: blocks TGF-b signaling; HepG2 CAGA-GFP TGF-b/SMAD3 reporter, GFP fluorescence, 18 h; TGF-beta stimulated, 500 pg/mL final; 410,000 compounds, 1.2% hits; AID 588855; Potency, µM (top dose mostly 46.1 µM), for the others: at the highest dose activity, negative = inhibition, most hits filed as inhibitors; note: potency is the fitted concentration of half-maximal effect; % is set by controls: 0 for no effect and ±100 for the full control effect; nearly all actives have a fitted effect of over 65% in size
#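 TGF-beta reporter screen: HEPG2 CAGA-GFP, 1% FBS, 500 pg/mL TGF-beta final, 18 h; per-cell GFP summed per well; curves fitted and categorized by class.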
# Active calls of the source: *; i = inactive; ? = inconclusive; · = not tested or not shown; [ ] = dose if it differs, or a comment. Unless noted, calls come from the whole dose curve; as a rule, active = well fitted curve in the direction sought with a large enough effect; inconclusive = small, poorly fitted or top-dose-only effect, or another doubt; inactive = no such curve, though single readings can be large; an effect the other way counts as inactive or inconclusive.
mol | HepG2 viability | EPAC2 agonist | Nrf2 block | IL-2 act | ATXN2 expr inh | ATXN viability | Nrf2 activator | A549 viability | TGFb SMAD3 inh
CC1CCCC(NC(=O)CN2C(=O)COc3ccccc32)C1C (stereo not given) | -12% | 9% | -6% | 3.1 | · | ? | 0.3% | -1% | 19%
N#Cc1nc(N)nc(N2CCCCC2)n1 | 0% | · | 18µM* | · | · | · | · | 1% | ?
CCOC(=O)C1=CC[C@@H](c2ccccc2C(F)(F)F)N(S(=O)(=O)c2ccc(C)cc2)[C@H]1c1ccc(C#N)cc1 | -5% | -1% | · | 0.2 | -9% | i | 0.3% | · | 0%
CN(Cc1ccccc1)C(=O)c1oc(=O)c2ccccc2c1-c1ccccc1 | -13% | 3% | 1% | -3.2 | -3% | i | 1.6% | -1% | 14%
CN1C(=O)N(C)C2(c3ccccc3)N(C(C)(C)C)C(=O)NC12c1ccccc1 (stereo not given) | -21% | 10% | 8% | -0.5 | -5% | i | -0.4% | -6% | -22%
COc1cccc(CC(NC(C)=O)C(=O)NC2CCN(S(=O)(=O)c3cccc4ccccc34)CC2)c1 (stereo not given) | -21% | 3% | -28% | 0.0 | -3% | i | -0.6% | -3% | -18%
Cc1c(CN2CCC(n3nccc3NC(=O)c3cccc(F)c3)CC2)cnn1C | 4% | 7% | 3% | -0.2 | -2% | i | -0.2% | -3% | -1%
Cc1ccnn1CC(=O)N/N=C/c1ccc2c(c1)OCO2 | -20% | 7% | 14% | -4.1 | 16% | i | 3.7% | 8% | -8%
O=C(CNC(=O)c1ccco1)NCC(=O)OCC(=O)c1ccc(Cl)c([N+](=O)[O-])c1 | -31% | 0% | 14% | -1.0 | · | i | ? | -14% | ?
CCOc1ncccc1C(=O)Nc1nnc(C)s1 | 1% | 3% | 13% | -0.7 | -13% | i | 0.2% | 3% | 22%
[O-][n+]1onc2c1CCc1c-2nc(-c2ccccc2)n1OCc1ccccc1 | 3% | 0% | -9% | -0.5 | -14% | i | 6.8% | -7% | 9%
COc1cc(NC(=O)c2cccs2)c(C(=O)OCC(=O)NC(=O)NCc2ccccc2)cc1OC | 15% | 2%[15.6 µM] | ? | -0.6 | -14% | i | -1.1% | -6% | -20%
[O-][N+]1=C(c2cccs2)CN(O)C1 | -1% | 8% | -12% | -1.7 | -12% | i | 2.2% | 1% | 0%
C=CCn1c(CC(=O)Nc2cccc(OC)c2)nnc1SCC(=O)NC1CCCCC1 | 0% | 11% | 11% | -1.1 | 3% | i | 0.0% | 10% | 0%
CCc1nnc(NC(=O)c2ccc(S(=O)(=O)N3CCCC(C)C3)cc2)o1 (stereo not given) | -31% | 4% | ? | -1.7 | -33% | i | -1.2% | -16% | -9%
CCc1cccc(CC)c1NC(=S)NCCc1c(C)[nH]c2ccc(C)cc12 | -102% | 16% | 16µM* | -2.3 | 18µM* | ? | -1.7% | -17% | 13µM*
Cc1ccc(S(=O)(=O)N2CCN(C(=O)CN3C(=O)NC4(CCCCC4)C3=O)CC2)c(C)c1 | -4% | 4% | -16% | -0.4 | -5% | i | -0.5% | 9% | 0%
CCOc1ccc(CCNC(=O)COC(=O)c2ccc(C)c([N+](=O)[O-])c2)cc1OCC | -12% | -1% | -1% | -0.7 | -8% | i | 0.3% | -3% | -18%
COc1ccc2cc(CN(CCO)C(=O)c3ccccc3F)c(=O)[nH]c2c1 | 13% | 10% | 6% | 0.1 | 0% | i | 0.5% | 0% | 2%
COc1cccc(-c2cc(C(=O)Nc3ccc(C)cc3)[nH]n2)c1 | -16% | · | ? | · | · | · | 9.3% | 2% | -24%
CCOc1ccc(NS(=O)(=O)c2cc(C(=O)NCCN3CCOCC3)ccc2C)cc1 | -1% | 4% | -2% | -0.8 | 22% | i | 0.2% | 0% | -4%
Cc1cccc(N(CC(=O)NC2CC2)S(=O)(=O)c2ccc(Cl)cc2)c1 | 0% | -9% | 0% | 1.5 | 1% | i | 0.4% | 1% | 1%
O=C(COc1ccc(-c2ccccc2)cc1)N1CCN(C(=O)c2cccnc2)CC1 | 3% | 4% | · | 4.7 | 3% | i | -0.5% | 6% | 5%
CN1C(=O)c2ccccc2Sc2ccc(NC(=O)Cc3c(F)cccc3Cl)cc21 | -57% | · | · | · | 0% | ? | 12% | -20% | 10µM*
COc1ccc(C)cc1NC(=O)CC1COc2ccccc2O1 (stereo not given) | 8% | -3% | 21% | -0.9 | 0%[11.3 µM] | i | 0.1% | 12% | 0%

# Part of the list above in order of length of the SMILES, rising:
mol | HepG2 viability | EPAC2 agonist | Nrf2 block | IL-2 act | ATXN2 expr inh | ATXN viability | Nrf2 activator | A549 viability | TGFb SMAD3 inh
[O-][N+]1=C(c2cccs2)CN(O)C1 | -1% | 8% | -12% | -1.7 | -12% | i | 2.2% | 1% | 0%
Cc1ccnn1CC(=O)N/N=C/c1ccc2c(c1)OCO2 | -20% | 7% | 14% | -4.1 | 16% | i | 3.7% | 8% | -8%
Cc1c(CN2CCC(n3nccc3NC(=O)c3cccc(F)c3)CC2)cnn1C | 4% | 7% | 3% | -0.2 | -2% | i | -0.2% | -3% | -1%
O=C(CNC(=O)c1ccco1)NCC(=O)OCC(=O)c1ccc(Cl)c([N+](=O)[O-])c1 | -31% | 0% | 14% | -1.0 | · | i | ? | -14% | ?

# Next records follow.
# Labels used below – A = HepG2 viability; B = EPAC2 agonist; C = Nrf2 block; D = IL-2 act; E = ATXN2 expr inh; F = ATXN viability; G = Nrf2 activator; H = A549 viability; I = TGFb SMAD3 inh
> O=CN1CCN(C(=O)CN2C(=O)c3ccccc3C2=O)CC1
  A = 2%; B = 0%; C = 3%; D = -0.3; E = -5%; F = i; G = -0.2%; H = 2%; I = 10%

> NC(=O)N/N=C/c1cc(F)cc(F)c1
  A = -12%; B = 0%; C = -6%; D = 1.0; E = 4%; F = i; G = 5.9%; H = 3%; I = -11%

> Cc1cc(-c2nnc(SCC(=O)N3C(C)CCCC3C)o2)no1 (stereo not given)
  A = 4%; B = 5%; C = ?; D = -1.8; E = 28%; F = i; G = -0.5%; H = -3%; I = -1%

> Cc1oc(-c2cc(F)ccc2F)nc1CN1CCCN(C(=O)c2ccco2)CC1
  A = 8%; B = -3%; C = -8%; D = -0.1; E = -15%; F = i; G = 7.2%; H = 0%; I = -3%

> Cc1ccc2nc(CSc3nc(C)nc4c3oc3ccccc34)[nH]c2c1
  A = -49%; B = 1%; C = 18µM*; D = -2.6; E = ?; F = ?; G = -0.4%; H = ?; I = ?

> O=c1oc(-c2ccco2)nc2ccccc12
  A = -40%; B = 11%; C = 0%; D = -0.2; E = 1%; F = i; G = 0.1%; H = -4%; I = 3%

> O=C(Nc1cc(Cl)cc2c1-c1ccc(Cl)cc1C2O)C(Cl)Cl (stereo not given)
  A = -15%; B = -8%; C = 6%; D = -4.9; E = -38%; F = i; G = 12%; H = ?; I = ?

> Cc1ccccc1N1CC(C(=O)Nc2ccc(S(=O)(=O)N3CCOCC3)cc2)CC1=O (stereo not given)
  A = -2%; B = 12%; C = -2%; D = 0.8; E = 7%; F = ?; G = 0.4%; H = 0%; I = -1%

> CCOC(=O)Cn1nnc(-c2ccc(S(C)(=O)=O)cc2)n1
  A = -6%; B = 2%; C = 1%; D = -1.9; E = 8%; F = i; G = -1.0%; H = -9%; I = 1%

> CC(C)COc1ccc(C(=O)Nc2cc(S(=O)(=O)N3CCOCC3)ccc2N2CCCC2)cc1
  A = -17%; B = -3%; C = 10%; D = 0.3; E = 1%; F = i; G = -0.2%; H = -3%; I = -17%

> CCOC(=O)c1cccc(NC(=O)CCn2cccc2)c1
  A = -6%; B = -19%; C = -22%; D = -0.3; E = 3%; F = i; G = 2.0%; H = 0%; I = 21%

> CN(CC(CC(=O)O)c1ccccc1)S(=O)(=O)c1ccc(Br)cc1 (stereo not given)
  A = 0%; B = 8%; C = -9%; D = -0.5; E = 0%; F = i; G = 0.5%; H = -6%; I = 0%

> CCC(=O)Nc1ccc(Oc2ccc3c(c2)C(=O)N(c2ccc(O)cc2)C3=O)cc1
  A = -32%; B = -7%; C = -7%; D = -0.6; E = -4%; F = i; G = 0.5%; H = -14%; I = 0%

> CC(=O)c1cc(C#N)c(N2CCOCC2)nc1C
  A = -4%; B = 13%; C = -7%; D = -0.2; E = -6%; F = i; G = 0.0%; H = 1%; I = -15%

> CC(C)(C)c1ccc(C(=O)NCC(c2cccs2)S(=O)(=O)c2cccs2)cc1 (stereo not given)
  A = -16%; B = ·; C = ·; D = ·; E = -38%; F = ?; G = -0.3%; H = ?; I = -7%

> Cc1cc(N2C(=O)CC(N3CCN(c4ccc(C(=O)c5cccs5)cc4)CC3)C2=O)no1 (stereo not given)
  A = 2%; B = 20%; C = ·; D = -0.8; E = 17%; F = i; G = 0.4%; H = -2%; I = 12%

> Brc1ccc2nc(C3CCCCC3)c(CC3CCCCC3)n2c1
  A = -23%; B = 16%; C = ·; D = -0.4; E = 12%; F = i; G = -1.4%; H = ·; I = -22%

> Cc1nn(C)c(C)c1CCNC(=O)Nc1cccc(Cl)c1C
  A = 2%; B = ·; C = ·; D = ·; E = -1%; F = i; G = 0.3%; H = 7%; I = -7%

> O=C(NCC(c1cccs1)N1CCOCC1)c1cnc(Cl)c(Cl)c1 (stereo not given)
  A = -4%; B = 1%; C = -13%; D = -4.3; E = ?; F = ?; G = 0.4%; H = 2%; I = 8%

# Look-ups from the entries so far:
# For HepG2 viability, Cc1cc(N2C(=O)CC(N3CCN(c4ccc(C(=O)c5cccs5)cc4)CC3)C2=O)no1 (stereo not given) is listed with 2%
# For TGFb SMAD3 inh, Cc1c(CN2CCC(n3nccc3NC(=O)c3cccc(F)c3)CC2)cnn1C is listed with -1%

# Not a hit list; overall some 4.3% were active at least once.
